Source: PubChem BioAssay
LGR2 antag: Drosophila LGR2 receptor signaling inhibition; HEK293 LGR2, CRE-luciferase, bursicon-stimulated, 4 h; inhibition, % at 9.99 µM; actives 0.35% (n = 380,000);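 active means drop in luminescence signal, shown as inhibition above about 50% in the replicate tests, limit read from the data, passing the limit was not always enough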;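 further: agonist challenge used bursicon conditioned medium at about half maximal strength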
Cneo AK release: Cryptococcus neoformans lysis via adenylate kinase release. C. neoformans lysis, adenylate kinase release luminescence, 4 h; normalised: neutral wells 0, clomiphene wells 100. lysis activity, % at 15 µM. actives 0.2% (n = 360,000). AID 651654;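 active means mean lysis activity across replicates of at least 80%, whatever share of replicates individually reach that level; inactive means mean lysis activity below 80%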
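Test system: log-phase Cryptococcus neoformans yeast cells; Quantity: yeast cell density of 5 × 10^6 cells/mL; Buffer or medium: YPD; Doses: single compound concentration per well; Timing: 4 h at 37 °C static, read 1 h later; Measured by: AK luminescence; Read-out basis: lysis from increased AK signal; Control set: Clomiphene as positive control.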
Xi reactivation: reactivates the inactive X chromosome in mouse fibroblasts; XiGFP mouse fibroblasts, % GFP-positive cells imaging, 3 d; cells co-treated with 5-aza-dC sensitizer; scaled so ellipticine positive control = 100%; activation, % at 7.58 µM; actives 0.055% (n = 360,000);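 active means mean normalized replicate activation at least 10% and every replicate at or above 10%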;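 further: 0% = median of on-plate neutral control wells and 100% = ellipticine 6 µM median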
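Assay system: SV40-immortalized XiGFP fibroblast cells, line 68-5-11; buffer or medium: DMEM plus 5-aza-dC sensitizer; compound: one concentration, pinned; timing: compounds 3 days, fix/stain 15 min at room temperature; benchmarks: positive control ellipticine, 6 µM final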
ERAP1 inh: ERAP1 (human) enzyme inhibition; Q9NZ08; recombinant ERAP1, Leu-AMC fluorescence, 60 min; inhibition, % at 10.7 µM; actives 0.15% (n = 340,000);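 active means mean replicate inhibition of at least 30%, or all replicates individually reaching that 30% level; inactive means mean below 30% and not every replicate reaching it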;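 further: 0% = neutral control wells and 100% = L-leucinethiol positive control wells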
PGC1a acetyl inh: PGC1a acetylation modulation, inhibitor mode | U2OS PGC1a acetylation, AlphaScreen anti-acetyl-lysine; with virally co-expressed GCN5 acetyltransferase | inhibition, % at 15.6 µM | actives 0.17% (n = 350,000) | AID 651687;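 active means every replicate shows inhibition of at least 40%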;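 further: 0% = neutral control wells and 100% = positive control wells; some results beyond the cut were filed as inactive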
Statin myotox sup: protects C2C12 myotubes from simvastatin toxicity; ATP luminescence, 48 h; scaled: DMSO 0, geranylgeraniol control 100; rescue of ATP level, % at 7.49 µM; actives 0.78% (n = 330,000); AID 602340;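 active means mean ATP rescue above about 67%, or every replicate alone reaching that limit, limit read from the data, passing the limit was not always enough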;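 further: myotubes were challenged with 10 µM simvastatin during compound exposure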
S100A4 inh HTS: blocks human S100A4 binding to myosin IIA peptide | AID 652163 | inhibition, % at 10.7 µM | actives 0.14% (n = 360,000) | P26447 | S100A4/TAMRA-MyoIIA peptide fluorescence polarization;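 active means mean inhibition of at least 70% across replicates, with every replicate also reaching that level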
Target sequence (P26447 whole entry, looked up): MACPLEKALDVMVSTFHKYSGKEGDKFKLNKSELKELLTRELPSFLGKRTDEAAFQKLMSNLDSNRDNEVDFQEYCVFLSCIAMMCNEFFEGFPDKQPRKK
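Assay system: human S100A4 monomer with TAMRA-labelled myosin IIA peptide / Buffer or medium: Calcium-containing HEPES buffer, pH 7.2 / Reagent: TAMRA-labelled myosin IIA heavy-chain peptide probe, 5 nM / Compound: one dose per compound / Timing: polarization read 5 min after assay mix addition, stable 5–60 min / Benchmarks: neutral control DMSO, positive control TFP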
SIRT5 block: inhibitors of human sirtuin-5 desuccinylase. Purified SirT5, succinyl-peptide AMC, trypsin-coupled fluorescence. AID 652115. actives 1.1% (n = 330,000). inhibition, % at 15 µM; in the data active means inhibition above about 15%
Target sequence (Q9NXA8 whole entry, looked up): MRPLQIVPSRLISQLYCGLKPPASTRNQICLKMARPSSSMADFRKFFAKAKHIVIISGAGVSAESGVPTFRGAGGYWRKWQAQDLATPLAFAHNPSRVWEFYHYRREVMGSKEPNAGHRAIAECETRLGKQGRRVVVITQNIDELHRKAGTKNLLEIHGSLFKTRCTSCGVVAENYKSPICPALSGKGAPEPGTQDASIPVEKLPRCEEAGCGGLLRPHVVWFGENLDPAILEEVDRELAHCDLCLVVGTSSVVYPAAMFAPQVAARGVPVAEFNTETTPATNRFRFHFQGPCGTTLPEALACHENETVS
The depositor's hits bear a star; · = not tested or not shown. Some of the compounds tested; count on the stated rates, not on these rows.

SMILES | LGR2 antag | Cneo AK release | Xi reactivation | ERAP1 inh | PGC1a acetyl inh | Statin myotox sup | S100A4 inh HTS | SIRT5 block
CCCNC(=O)N1[C@H](C#N)[C@@H](c2ccccc2-c2ccccc2F)[C@@H]1CO | -6 | · | 0.1 | 1 | 1 | · | 15 | 1
C[C@@H]1CN([C@H](C)CO)C(=O)Cc2cc(NC(=O)CCC(F)(F)F)ccc2O[C@H]1CN(C)S(=O)(=O)c1cn(C)cn1 | -2 | 3 | -0.6 | · | 1 | 4 | · | ·
N#C/C(=C\c1c(Oc2ccccc2Cl)nc2ccccn2c1=O)C(=O)NC1CCS(=O)(=O)C1 (configuration not stated) | 26 | -5 | 0.3 | 4 | · | 5 | -8 | -2
COc1ccc(NC(=O)N2C[C@H](O)COC[C@H]3O[C@H](CC(=O)N4CCCCC4)CC[C@@H]32)cc1 | -20 | 0 | 0.4 | 2 | -3 | 12 | -5 | -1
CCCn1c(SC(C)C(=O)NCC2CCCO2)nc2sc(CC)cc2c1=O (configuration not stated) | -3 | 5 | 0.1 | 1 | -3 | -1 | 7 | -8
CC(C(=O)O)n1cc(C#N)c(=O)[nH]c1=O (configuration not stated) | 2 | 2 | 0.0 | 0 | 4 | -2 | 4 | 4
CNC[C@@H]1Oc2cc(C#CCC(C)C)ccc2S(=O)(=O)N([C@@H](C)CO)C[C@H]1C | -12 | 3 | 0.2 | 0 | -10 | -51 | -9 | 0
CC(=O)Nc1ccc(C(=O)NC2CCCC2)cc1 | · | -1 | · | 1 | 6 | · | 0 | 1
Cn1nc(C(=O)NCCN2CCOCC2)c2ccccc2c1=O | 1 | 7 | · | · | 15 | -5 | · | ·
COc1cccc(OCc2cc(C(=O)N(C)CCOc3ccc(C)cc3)no2)c1 | -34 | 0 | 0.0 | 1 | -11 | 23 | 0 | -6
O=C(CCn1cccn1)Nc1ccc2c(c1)OCO2 | 7 | 0 | 0.3 | 0 | · | -17 | 1 | 10
Cc1ccc(N2CC(C(=O)Nc3nnc(SCC(N)=O)s3)CC2=O)cc1 (configuration not stated) | 7 | 2 | 0.3 | -1 | · | -2 | -6 | -7
C=CCn1c(SC)nc2sc3c(c2c1=O)CCc1ccccc1-3 | · | · | -0.1 | 2 | · | · | -1 | -2
c1coc(CNc2nc3sc4c(c3c3ncnn23)CCCC4)c1 | -42 | 1 | · | · | 2 | -14 | · | ·
CN1CCN(C(=S)NC(=O)c2ccc(Cl)cc2)CC1 | 12 | · | 0.0 | 1 | 11 | -10 | -4 | 6
Cc1ccc(NC(=O)NCc2ccccn2)cc1 | -10 | 4 | 0.2 | · | 17 | -2 | · | ·
Cc1ccccc1-n1ncc2c1CC(C)(C)CC2NC(=O)C1CCC1 (configuration not stated) | 4 | 1 | 0.0 | -5 | -3 | 0 | -2 | -1
O=C(C[C@@H]1CC[C@@H]2[C@H](COC[C@H](O)CN2C(=O)Nc2ccc(F)cc2)O1)NCCc1ccncc1 | -6 | · | 0.3 | · | · | · | -1 | 10
CC1CCN(S(=O)(=O)c2cn(CC(=O)Nc3cccc(C#N)c3)cn2)CC1 | 0 | 15 | 0.0 | 2 | -22 | 10 | 3 | -1
CCN(C(=O)CCc1nnc2ccc(NCc3ccco3)nn12)c1ccccc1 | -11 | -1 | 0.0 | 6 | -3 | 8 | -1 | -2
NC(Cc1c[nH]c2ccc(OCc3ccccc3)cc12)C(=O)O (configuration not stated) | 4 | 0 | -0.1 | 9 | · | -1 | 6 | -4
CO[C@@H]1CN(C)C(=O)c2ccc(NC(=O)c3ccc4c(c3)OCO4)cc2OC[C@H](C)NC[C@@H]1C | 3 | -17 | 0.4 | -2 | -2 | -12 | 4 | 2
Cc1ccccc1NC(=S)NC(=O)CCc1ccccc1 | -7 | 103* | · | · | 8 | 18 | · | ·
COc1ccc(N2CCN(C(=O)c3ccc(COc4ccc5c(C)cc(=O)oc5c4)cc3)CC2)cc1 | 1 | · | 0.1 | -3 | · | · | 4 | 6
COc1ccc(S(=O)(=O)Nc2ccc3c(c2)CC(=O)N([C@H](C)CO)C[C@@H](C)[C@@H](CN(C)S(=O)(=O)c2ccc(F)cc2)O3)cc1 | 14 | 37 | 0.0 | · | -2 | -14 | · | ·
CCCN(CCC)Cc1c(C(=O)N/N=C/c2ccc(Br)cc2)nnn1-c1nonc1N | -2 | 0 | 0.2 | 3 | 10 | -5 | -14 | 4
CC(C)CNC(=O)COc1cccc(C(=O)NCc2ccccc2)c1 | -4 | · | 0.0 | -2 | · | · | -7 | 2
C/C=C/c1ccc([C@@H]2[C@@H](C#N)N(C(=O)CN3CCOCC3)[C@H]2CO)cc1 | -1 | -5 | 0.0 | -3 | 2 | -10 | 4 | -1
C[C@H](CO)N1C[C@H](C)[C@@H](CN(C)Cc2cccnc2)OCc2ccccc2-c2c(n(C)c3ccccc23)C1=O | -17 | -3 | -0.1 | 0 | 4 | · | -7 | 2
CN(C)CCCNC(=O)C[C@H]1C=C[C@H](NS(=O)(=O)c2ccc(F)cc2)[C@@H](CO)O1 | 18 | 2 | -0.6 | 0 | 3 | -15 | -1 | 1
CCOc1ccc(-n2cc(-c3ccccc3)c3c(SC(C)C(=O)OC)ncnc32)cc1 (configuration not stated) | 0 | -6 | -0.1 | -1 | -3 | · | -2 | -1
Cc1ccc(S(=O)(=O)N(C)C[C@H]2Oc3cc(C#CC4CCCC4)ccc3S(=O)(=O)N([C@@H](C)CO)C[C@H]2C)cc1 | 1 | -5 | 0.1 | -1 | 4 | 1 | -2 | -1
COc1ccc(S(=O)(=O)N(C)C[C@@H]2OCCCC[C@@H](C)Oc3ccc(NC(=O)Nc4ccc(C(F)(F)F)cc4)cc3C(=O)N([C@H](C)CO)C[C@H]2C)cc1 | 25 | 0 | 0.1 | 0 | -7 | -7 | -1 | 0
CN1C(=O)c2cc(NC(=O)c3cccs3)ccc2OC[C@@H]2O[C@H](CC(=O)O)CC[C@H]21 | 12 | · | 0.4 | · | 8 | 3 | · | ·
O=C(NCCCN1CCOCC1)[C@@H]1[C@@H](CO)[C@@H]2Cn3c(ccc(C4=CCCCC4)c3=O)[C@H]1N2 | 0 | -2 | 0.2 | -5 | · | 1 | -4 | -33
CCC(=O)Nc1ccc2c(c1)C(=O)N(C)[C@H]1CC[C@H](CC(=O)N3CCCCC3)O[C@H]1CO2 | -3 | 60 | 0.2 | -3 | 2 | -3 | -3 | 1
CCOc1ccccc1N(CC(=O)NC1CCCCC1)C(=O)CCC(=O)Nc1nccs1 | -11 | -2 | 0.0 | -7 | · | 9 | 7 | -12
Cc1ccc(NC(=O)c2cnc(N3CCN(c4ccccn4)CC3)c3ccccc23)c(Br)c1 | 34 | · | 0.0 | 0 | 0 | · | -7 | -10
Cc1cc(C)nc(NS(=O)(=O)c2ccc(NCN3C(=O)c4ccccc4C3=O)cc2)n1 | 0 | 0 | 0.1 | 3 | -8 | 12 | 0 | ·
COc1ccc(NC(=O)Nc2ccc3c(c2)CC(=O)N([C@@H](C)CO)C[C@H](C)[C@H](CN(C)S(C)(=O)=O)O3)cc1 | -10 | 3 | 0.4 | -2 | -4 | -8 | -1 | 1
Cc1ccc(C)c(COc2coc(CN3CCN(C(=O)c4ccco4)CC3)cc2=O)c1 | 14 | -1 | 0.2 | 2 | 1 | 12 | 14 | -2
O=C(Cc1ccccc1)Nc1ccc2c(c1)CCC2 | -50 | · | 0.0 | 1 | · | · | 0 | 0
O=S(=O)(c1ccc(Cl)cc1)N1CCC2(CC1)OCCN2S(=O)(=O)c1cccs1 | 10 | · | 0.8 | 0 | -4 | 7 | 7 | -9
NS(=O)(=O)c1ccc(CNS(=O)(=O)c2ccc3c(c2)OCCO3)cc1 | 12 | 6 | 0.0 | 0 | 13 | -3 | -2 | -3
CC(=O)N1CCN(S(=O)(=O)c2cccc(C(=O)NNC(=O)Cn3ccc(C(F)(F)F)n3)c2)CC1 | -5 | · | -0.1 | 0 | · | · | -7 | -7
CO[C@H]1CN(C)C(=O)c2ccc(NS(=O)(=O)c3ccccc3F)cc2OC[C@@H](C)NC[C@H]1C | -1 | 0 | -0.2 | -4 | -6 | -1 | 2 | -3
C[C@@H]1CCCCO[C@H](CN(C)C(=O)Cc2ccccc2)[C@H](C)CN([C@@H](C)CO)C(=O)c2cc(NC(=O)Nc3cccc4ccccc34)ccc2O1 | -1 | 0 | 0.0 | 0 | 0 | · | -16 | -3
COc1ccc(NC(=O)N(C)C[C@H]2Oc3c(NC(=O)Nc4cccc5ccccc45)cccc3C(=O)N([C@@H](C)CO)C[C@@H]2C)cc1 | 3 | -12 | -0.8 | -2 | -1 | 60 | -30 | -2

Structures shown so far with a Cl atom, in the order listed:
SMILES | LGR2 antag | Cneo AK release | Xi reactivation | ERAP1 inh | PGC1a acetyl inh | Statin myotox sup | S100A4 inh HTS | SIRT5 block
N#C/C(=C\c1c(Oc2ccccc2Cl)nc2ccccn2c1=O)C(=O)NC1CCS(=O)(=O)C1 (configuration not stated) | 26 | -5 | 0.3 | 4 | · | 5 | -8 | -2
CN1CCN(C(=S)NC(=O)c2ccc(Cl)cc2)CC1 | 12 | · | 0.0 | 1 | 11 | -10 | -4 | 6
O=S(=O)(c1ccc(Cl)cc1)N1CCC2(CC1)OCCN2S(=O)(=O)c1cccs1 | 10 | · | 0.8 | 0 | -4 | 7 | 7 | -9

(continued)
SMILES | LGR2 antag | Cneo AK release | Xi reactivation | ERAP1 inh | PGC1a acetyl inh | Statin myotox sup | S100A4 inh HTS | SIRT5 block
C[C@@H]1CN([C@H](C)CO)C(=O)c2cc(C#CC3CCCCC3)cnc2O[C@H]1CN(C)C(=O)C1CCCCC1 | 13 | 15 | 0.1 | -2 | -22 | 37 | 3 | 1
O=C(COC(=O)CC1CC2CCC1C2)Nc1c(F)cccc1F (configuration not stated) | 14 | · | 0.4 | -1 | 17 | -4 | -3 | 0
O=C(CCc1ccc(F)c(F)c1)NC1CCCN(Cc2ccc(Cl)cc2)C1 (configuration not stated) | 1 | 0 | 0.0 | -6 | · | 10 | -6 | -1
C[C@H]1CN([C@@H](C)CO)C(=O)Cc2cc(NC(=O)CCC(F)(F)F)ccc2O[C@@H]1CN(C)Cc1ccc2c(c1)OCO2 | 0 | -23 | 0.9 | 1 | 12 | 27 | 0 | 5
CC(C)COC(=O)N(C)C[C@H]1OCc2ccccc2-c2c(n(C)c3ccccc23)C(=O)N([C@@H](C)CO)C[C@H]1C | 8 | 0 | -0.5 | 0 | -11 | -1 | -3 | 8
COCC(=O)N(C)C[C@@H]1Oc2cc(C#CCC(C)C)ccc2S(=O)(=O)N([C@H](C)CO)C[C@H]1C | 11 | 0 | -0.8 | -2 | 5 | 32 | 21 | -2
O=C(CCc1ccccc1)NNC(=O)Nc1ccc(Br)cc1 | 11 | 3 | 0.2 | 2 | · | -2 | 1 | -3
O=C(Nc1ccc2c(c1)[C@@H]1C[C@@H](CC(=O)N3CCOCC3)O[C@@H](CO)[C@@H]1O2)C1CCC1 | -28 | 3 | 0.0 | · | -8 | 3 | · | ·
NC(=O)c1cc2ccccc2o/c1=N\NC(=O)c1ccncc1 | 0 | 2 | 0.0 | 2 | 4 | · | -3 | -4
